From PubChem BioAssay
RORgamma inh: blocks mouse ROR gamma transcriptional activity; P51450; Drosophila S2 Gal4-RORgamma UAS-luciferase reporter, 20 h; Potency, µM (series often up to 53.6 µM), inactives show at the top dose activity change, negative = inhibition, most hits filed as inhibitors; 310,000 compounds, 5.4% hits; AID 2551; note: % is set by controls: 0 for no effect and ±100 for the full control effect; nearly all actives have a fitted effect of over 60% in size
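In this cell-based reporter format, copper sulfate (700 uM final) drives Gal4–ROR gamma fusion expression from a metallothionein promoter in Drosophila Schneider cells; compounds preincubated 1 hr, reporter read after 20 hr at ambient temperature.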
Gal4-VP16 FLuc: Gal4-VP16 reporter inhibition counter-screen | Drosophila S2 Gal4-VP16 UAS-luciferase, luminescence, 20 h | AID 2546 | 310,000 compounds, 3.5% hits | Potency, µM (highest dose often 53.6 µM), for the others: top-dose activity, negative = inhibition, most hits filed as inhibitors;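 note: Gal4-VP16 expression switched on by copper sulfate through the metallothionein promoter; % is set by controls: 0 for no effect and ±100 for the full control effect; nearly all actives have a fitted effect of over 50% in size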
uPA surface inh: inhibitors of cell surface uPA generation | AID 540303 | Potency, µM (top dose mostly 38.3 µM), without a hit: top-dose activity change, negative = inhibition, actives largely listed as inhibitors | cell surface uPA generation assay, qHTS | 330,000 compounds, 0.31% hits; active = well fitted inhibition curve with a large enough effect; inconclusive = small, poorly fitted or top-dose-only effect; inactive = no such curve, though single readings can be large or run the other way; tested in mouse RAW 264.7 cells; note: % is set by controls: 0 for no effect and ±100 for the full control effect; nearly all actives have a fitted effect of over 55% in size
BRCA1 expr act: activators of BRCA1 expression. Potency, µM (highest dose often 46.1 µM), for the others: at the top dose activation, hits mostly activators. 380,000 compounds, 1.1% hits. MCF7-BRCA1-FFLuc reporter, luminescence, 48 h; response scale: scaled: vehicle 0%, 10 µM genistein 100%. AID 624202; note: nearly all actives have a fitted effect of over 80% in size; some results filed as inactive show a strong effect at the top dose
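Using MCF7 cells harboring a BRCA1 firefly luciferase reporter, plated 2 h before compound pinning, the screen measured luminescence after 48 h incubation. Responses were normalized to DMSO and 10 microM genistein, then fitted for concentration-effect.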
FLuc modulator: inhibits or activates purified firefly luciferase, miR-21 counter-screen; 360,000 compounds, 6.9% hits; Potency, µM (series often up to 57.5 µM), for inactives: top-dose activity change, negative = inhibition, most hits filed as inhibitors; purified FLuc, Km substrates, luminescence inhibition; P08659;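 note: plate controls were vehicle for no effect and reference inhibitor for full effect; nearly all actives have a fitted effect of over 55% in size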
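Purified P. pyralis luciferase, 10 nM final, with Km-level 10 uM D-luciferin and 10 uM ATP in 50 mM Tris acetate pH 7.5, 10 mM Mg acetate, 0.01% Tween-20, 0.05% BSA; 6-point qHTS titration about 60 µM downward; luminescence read.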
NPC1 prom act: activates the NPC1 promoter. Huh7 NPC1 promoter luciferase reporter, 24 h. Potency, µM (highest dose often 9.22 µM), for the others: at the top dose activation, actives largely listed as activators. 320,000 compounds, 2.4% hits. AID 485313;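 note: % of control where 0% means no effect; nearly all actives have a fitted effect of over 60% in size; reporter is driven by a mutant NPC1 promoter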
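Luminescence read-out of NPC1 promoter-driven luciferase in stably transfected Huh7 cells; compounds delivered in DMSO and left 24 h at 37C, 5% CO2, qHTS titration format.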
MBNL1-CUG inh: blocks human MBNL1 binding to CUG repeat RNA; Q9NR56; TR-FRET MBNL1-His/biotin-(CUG)12 binding, 665/545 ratio; Potency, µM (highest dose often 57.5 µM), for inactives: top-dose activity change, negative = inhibition, actives largely listed as inhibitors; 280,000 compounds, 0.036% hits; active = well fitted inhibition curve with a large enough effect in the signal ratio, with a control signal flat, not every such curve was filed as active; inconclusive = small, poorly fitted or top-dose-only effect, or effect the other way, or a change in a side signal; inactive = no such curve, though single readings can be large or run the other way; the % refers to the signal ratio; note: % is set by controls: 0 for no effect and ±100 for the full control effect
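TR-FRET readout: Ex 340 nm, 665/545 nm emission ratio, normalized to buffer-only (basal) and MBNL1-(CUG)12 controls. Complex of MBNL1-His with Biotin-(CUG)12, compounds 92 nM–58 uM, incubated 60 min at room temperature.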
MLL CXXC-DNA inh: inhibitors of human MLL CXXC domain-DNA interaction; Potency, µM (top dose mostly 115 µM), without a hit: at the top dose activity change, negative = inhibition, hits mostly inhibitors; Q03164; AID 2662; MLL-CXXC / FITC-HOXA9 DNA fluorescence polarization; 290,000 compounds, 0.037% hits; active = well fitted inhibition curve with a large enough effect in the polarisation, with a control signal flat, not every such curve was filed as active; inconclusive = small, poorly fitted or top-dose-only effect, or effect the other way, or a change in a side signal; inactive = no such curve, though single readings can be large or run the other way; the % refers to the polarisation
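Steps: dispense CXXC domain solution (7 uM) → pin compounds or unlabeled HOX-A9 DNA control → 5 min ambient → add FLSN-HOX-A9 solution (50 nM) → spin → 30 min ambient → fluorescence polarization. Tris pH 7.5/NaCl/DTT/BSA buffer.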
p53 reactivation: mutant p53 re-activation in reporter cells; 320,000 compounds, 0.063% hits; Potency, µM (titrated, usually from 92.2 µM), for inactives: at the highest dose activity change, positive = activation, usual class: activators; H1299 p53-A138V BP100-luciferase reporter, luminescence, 24 h; note: % of control where 0% means no effect; nearly all actives have a fitted effect of over 45% in size
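p53-null H1299 cells stably carrying temperature-sensitive p53-A138V and a BP100-luciferase reporter were pinned with compounds (4-point, 1:5 series) and held 24 hrs at 37 deg C. Luminescence was read 10 min after detection reagent.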
ELG1 genotoxic: genotoxicity induction in ELG1-luciferase HEK293T cells | HEK293T ELG1-luciferase reporter, luminescence, 16 h | Potency, µM (top dose mostly 46 µM), without a hit: top-dose activity change, positive = activation, hits mostly activators | 330,000 compounds, 1.3% hits | AID 504466; note: % of control where 0% means no effect; nearly all actives have a fitted effect of over 60% in size
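Luminescence read-out: rising ELG1-luciferase signal, reflecting elevated ELG1 protein under genetic stress, flags genotoxic compounds. Cells were treated for 16 hr at 37 °C before ONE-Glo detection.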
Rab9 prom act: activates the Rab9 promoter | Huh7 Rab9 promoter-luciferase reporter, luminescence, 24 h | Potency, µM (titrated, usually from 9.22 µM), for inactives: top-dose activation, negative = inhibition, usual class: activators | 320,000 compounds, 2.8% hits; note: % of control where 0% means no effect; nearly all actives have a fitted effect of over 60% in size
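Quantitative HTS format; Huh7 Rab9-luciferase reporter cells (1500/well) receive compound 2 h post-plating, incubate 24 h at 37 °C, then get luciferase reagent for 10 min before luminescence reading.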
An asterisk follows results filed as active; ? = inconclusive; · = no result given; [ ] = another dose, or the depositor's remark. Unless noted, calls come from the whole dose curve; as a rule, active = well fitted curve in the direction sought with a large enough effect; inconclusive = small, poorly fitted or top-dose-only effect, or another doubt; inactive = no such curve, though single readings can be large; an effect the other way counts as inactive or inconclusive. Potency is the fitted concentration of half-maximal effect. An excerpt; rates above refer to the full screens.

Screens in order – RORgamma inh, Gal4-VP16 FLuc, uPA surface inh, BRCA1 expr act, FLuc modulator, NPC1 prom act, MBNL1-CUG inh, MLL CXXC-DNA inh, p53 reactivation, ELG1 genotoxic, Rab9 prom act
- COc1ccccc1N1CCN(S(=O)(=O)c2cn(C)cn2)CC1
 : 0%, -12%, 3%, 0%, 3%, -3%, 1%, 13%, 2%, 2%, 0%
- CCOc1ccccc1-n1nnnc1SCC(=O)NCc1ccco1
 : 31%, 12%, -19%, 25%, 0%, -1%, -8%, -5%, -1%, -2%, -6%
- CCOC(=O)C(CSCC(=O)c1ccc(Br)cc1)NC(=O)OC(C)(C)C (configuration not stated)
 : 11%, 0%, ·, ·, -22%, 0%, -4%, 18%, 2%, -1%, 3%
- CCN(CC)CCCOC(=O)C(c1ccccc1)c1ccccc1
 : 1%, -2%, -17%, -7%, 1%, -3%, 10%, 0%, 9%, -2%, -1%
- Cc1cccc(OCC(=O)NCC(=O)N/N=C/c2ccc([N+](=O)[O-])cc2)c1
 : 21%, -3%, 1%, 9%, -1%, -5%, ?, 1%, 12%, 0%, 3%
- O=C(N/N=C/c1ccc(Br)s1)c1ccco1
 : 6.3µM*, 10µM*, 1%, 83%, 21µM*, ?, ?, 1%, 11%, ?, ?
- CCCc1nc2oc3c(NCC4CCCO4)ncnc3c2c2c1COC(C)(C)C2 (configuration not stated)
 : 11%, 0%, -1%, 2%, 8%, -2%, -2%, -6%, 3%, 2%, 0%
- O=C(OCC(=O)N1CCCC1)c1cccs1
 : ?, -5%, -2%, 77%, ?, ?, -11%, -1%, 19%, ?, ?
- O=C(CCCCn1c(=O)[nH]c2ccccc2c1=O)NCc1ccc2c(c1)OCO2
 : 13%, -8%, -1%, 11%, 4%, -2%, 12%, 0%, 2%, 2%, 0%
- O=C(NNC(=O)c1cccnc1SCc1cccc([N+](=O)[O-])c1)c1cccnc1
 : 8%, -15%, 2%, -9%, 4%, 0%, ?, 13%, -8%, -3%, -4%
- CCc1sc(N2C(=O)C3C4CCC(C4=C(C)C)C3C2=O)nc1-c1ccccc1 (configuration not stated)
 : 30%, 10%, -5%, -51%, 1%, -2%, -1%, 7%, 3%, -9%, 1%
- O=C(N[C@@H](Cc1ccc(O)cc1)C(=O)O)c1cccnc1
 : -3%, 0%, 17%, -3%, -1%, -2%, -9%, -6%, -3%, 0%, -2%
- O=C(C1CCC(C(=O)N2CCCCC2)CC1)N1CCCCC1 (configuration not stated)
 : -7%[0.365 µM], ·, -3%, 2%, -1%, 1%, 7%, 5%, 2%, -1%, -7%
- CC(=O)NCCC(=O)N1CCCC(C(=O)c2ccc3c4c(cccc24)CC3)C1 (configuration not stated)
 : 20%, -2%, 0%, 3%, -1%, -1%, ?, -4%, -2%, -2%, -10%
- O=S(=O)(Nc1ccc(-c2cn3ccccc3n2)cc1)c1ccccc1
 : 24%, 8%, -3%, 61%, 13µM*, 25%, -7%, 6%, 6%, ?, 23%

Retrieved by structure from the entries so far (5):
Screens in order – RORgamma inh, Gal4-VP16 FLuc, uPA surface inh, BRCA1 expr act, FLuc modulator, NPC1 prom act, MBNL1-CUG inh, MLL CXXC-DNA inh, p53 reactivation, ELG1 genotoxic, Rab9 prom act
- O=C(OCC(=O)N1CCCC1)c1cccs1
 : ?, -5%, -2%, 77%, ?, ?, -11%, -1%, 19%, ?, ?
- COc1ccccc1N1CCN(S(=O)(=O)c2cn(C)cn2)CC1
 : 0%, -12%, 3%, 0%, 3%, -3%, 1%, 13%, 2%, 2%, 0%
- CC(=O)NCCC(=O)N1CCCC(C(=O)c2ccc3c4c(cccc24)CC3)C1 (configuration not stated)
 : 20%, -2%, 0%, 3%, -1%, -1%, ?, -4%, -2%, -2%, -10%
- O=C(N/N=C/c1ccc(Br)s1)c1ccco1
 : 6.3µM*, 10µM*, 1%, 83%, 21µM*, ?, ?, 1%, 11%, ?, ?
- O=C(N[C@@H](Cc1ccc(O)cc1)C(=O)O)c1cccnc1
 : -3%, 0%, 17%, -3%, -1%, -2%, -9%, -6%, -3%, 0%, -2%

(further entries)
Screens in order – RORgamma inh, Gal4-VP16 FLuc, uPA surface inh, BRCA1 expr act, FLuc modulator, NPC1 prom act, MBNL1-CUG inh, MLL CXXC-DNA inh, p53 reactivation, ELG1 genotoxic, Rab9 prom act
- C/C(CC(=O)Nc1ccc(Cl)cc1C(F)(F)F)=N\NC(N)=S
 : 13µM*, ?, 5%, 2%, -2%, -3%, -7%, -3%, -2%, -7%, -11%
- O=C(COC(=O)c1cc[n+]([O-])cc1)Nc1ccc(Cl)cc1[N+](=O)[O-]
 : -7%, 24%, 1%, -21%, -2%, -4%, ?, -8%, 5%, 1%, -4%
- O=C1C2C3CCC(CC3)C2C(=O)N1c1ccccc1 (configuration not stated)
 : 0%, -4%, 1%, -9%, -5%, 1%, 2%, ?, 2%, -2%, 1%[1.84 µM]
- CCCCOc1ccc(CNC(=S)N/N=C/c2ccc(OC)c(OC)c2)cc1
 : 4.5µM*, 2.5µM*, -4%, -44%, ?, 3%, 3%, 17%, 0%, -5%, -1%
- COC(=O)c1cc(C(=O)OCC(=O)N(C)C2CCS(=O)(=O)C2)cc([N+](=O)[O-])c1 (configuration not stated)
 : -25%, -4%, -1%, -16%, 4%, -1%, ?, -4%, 5%, 8%, 2%
- Cc1nn(C)cc1-c1n[nH]c(=S)n1-c1ccc(Cl)cc1
 : ?, -4%, 2%, 16%, 5%, -5%, -17%[11.5 µM], 1%, -8%, 1%, -3%
- CCCCC(=O)NC(NC(=S)N1CCCCCC1)C(Cl)(Cl)Cl (configuration not stated)
 : ?, -5%, 3%, -33%, -1%, -2%, -17%, 10%, -6%, -5%, -3%
- Cc1ccccc1CN1CCN(C(C)C(=O)NCc2ccccc2)CC1 (configuration not stated)
 : -2%, -3%, -2%, 0%, 2%, -3%, -10%, 1%, -4%, -6%, -2%
- CS(=O)(=O)c1[nH]nc(-c2cccc(Cl)c2)c1C#N
 : 11%, 13%, 1%, 3%, ?, 3%, -10%, 15%, 0%, 3%, -8%
- CC1CCN(c2ccccc2NC(=S)NC(=O)c2cccs2)CC1
 : 2.2µM*, 6.3µM*, 7%, -29%, -1%, -4%, 15%, ?, 16%, -2%, -5%
- N#CN1CCC(NS(=O)(=O)c2ccc(C(F)(F)F)cc2)C1 (configuration not stated)
 : ·, ·, -8%, -17%, -7%, -3%, ·, ·, 16%, -4%, 0%
- COC(=O)CSc1[nH]c2cc(C)ccc2c1[N+](=O)[O-]
 : -18%, -18%, -3%, -3%, ?, 0%, ?, -1%, 11%, 0%, -3%
- C=CCNc1nc2c(c(=O)[nH]c(=O)n2C)n1CCCc1ccccc1
 : 30%, 6%, -24%, -26%, 0%, 1%, -1%, -13%, ·, 9%, 0%
- C/C(=N\Nc1ccc2nncn2n1)c1ccc(Br)s1
 : 15%, 4%, -5%, -34%, 2%, 21%, 16%, -5%, -5%, -3%, 2%
- CCOc1ccc(S(=O)(=O)NCc2cccnc2)cc1C(C)C
 : ?, -8%, -4%, -13%, -5%, -4%, -13%, -12%, -5%, -10%, -5%
- Nc1ccc(C(O)(C(F)(F)F)C(F)(F)F)cc1
 : 0%, -6%, ·, 5%, 0%, -3%, -6%, -5%, 0%, -2%, -1%
- CCOC(=O)N1CCN(S(=O)(=O)c2ccc3c(c2)OCC(=O)N3)CC1
 : 10%, 0%, -2%, 0%, 1%, -5%, -1%, 4%, 8%, -1%, -6%
- CN(C)C1=NC[C@H](Cc2ccccc2)N1CCCC1CCCCC1
 : ·, ·, ?, -49%, -1%, -15%, ·, ·, -9%, -5%, -21%
- CCOC(=O)CCC(=O)Nc1ccc(S(=O)(=O)N2CCCC2)cc1
 : -38%, -4%, 3%, -1%, -1%, -4%, -4%, 11%, -3%, -4%, -7%
- CCOc1ccc(S(=O)(=O)N(CC(=O)NCC2CCCO2)c2ccc(F)cc2)cc1 (configuration not stated)
 : 7%, 7%, 0%, -14%, 2%, -3%, -11%, 0%, 3%, -6%, 0%
- CCOc1cc2nc(-c3ccc(OC)c(OC)c3)nc(N3CC(C)OC(C)C3)c2cc1OC (configuration not stated)
 : 3%, -2%, ·, ·, -1%, -6%, 2%, 13%, -16%, -4%, -12%
- Cn1c(N)c(C(=O)c2cc(-c3ccncc3)nc3ccccc23)c(=O)n(C)c1=O
 : -14%, -9%, -2%, 1%, 24µM*, -2%, 24%, 1%, -2%, ?, 0%
